ABHD4 inh = inhibitors of mouse ABHD4 | purified mABHD4, FP-Rh probe fluorescence polarization | inhibition, % at 8.92 µM | hit rate 0.54% among 370,000;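 active means inhibition exceeding the mean over every tested compound plus 3 SD, cut at about 30% in these data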;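 further: 0% = plate median of compound wells and 100% = S159A mutant with DMSO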
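Assay system: mouse ABHD4 enzyme, wild type / Also added: fluorescent activity-based probe FP-Rh / Doses: single nominal dose of 8.92 µM, 0.89% DMSO final / Timing: 45 min compound pre-incubation plus 60 min probe step, 25 °C / Signal: FP readout, ex 525 nm / em 598 nm / Control set: S159A mutant/DMSO as 100%, compound-well median as 0%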
TCR-CD3 inh = inhibitors of human TCR-CD3 interaction | TAMRA-labeled TCR probe fluorescence, biochemical | inhibition, % at 9.4 µM | hit rate 0.37% among 360,000 | AID 651800; in the data active means inhibition above about 19%;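 further: recombinant mutant TCR 2C K166C tagged with TAMRA read by polarization; 0% = receptor in buffer alone and 100% = receptor with positive control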
rCAG RNA binder = r(CAG) repeat RNA binding; TO-PRO-1 dye displacement fluorescence; hit rate 1.3% among 370,000; inhibition, % at 3 µM; AID 651821;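 active means inhibition above the plate cutoff, the mean of all test compounds on that plate plus 3 SD, cut at about 35% in these data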;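 further: 0% = DMSO alone and 100% = 100 µM mitoxantrone as full dye displacement; higher means more dye released from RNA so lower well fluorescence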
HTRA1 inhibitor = HTRA1 (human) protease inhibition; recombinant HTRA1, FP-rhodamine activity-based probe, fluorescence polarization; inhibition, % at 5.96 µM; hit rate 0.5% among 340,000; in the data active means inhibition above about 36%;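 further: 0% = enzyme with DMSO and 100% = wells lacking enzyme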
GC-B act = GC-B (human) receptor activation | activation, % at 10 µM | hit rate 0.11% among 370,000 | P20594 | HEK293-GC-B cells, CNP EC30, cGMP TR-FRET; 0% at EC30 CNP, 100% saturating CNP;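 active means activation at 10 µM reaching about 35% in either raw or pattern-adjusted values, limit read from the data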
Target sequence (P20594 whole entry, looked up): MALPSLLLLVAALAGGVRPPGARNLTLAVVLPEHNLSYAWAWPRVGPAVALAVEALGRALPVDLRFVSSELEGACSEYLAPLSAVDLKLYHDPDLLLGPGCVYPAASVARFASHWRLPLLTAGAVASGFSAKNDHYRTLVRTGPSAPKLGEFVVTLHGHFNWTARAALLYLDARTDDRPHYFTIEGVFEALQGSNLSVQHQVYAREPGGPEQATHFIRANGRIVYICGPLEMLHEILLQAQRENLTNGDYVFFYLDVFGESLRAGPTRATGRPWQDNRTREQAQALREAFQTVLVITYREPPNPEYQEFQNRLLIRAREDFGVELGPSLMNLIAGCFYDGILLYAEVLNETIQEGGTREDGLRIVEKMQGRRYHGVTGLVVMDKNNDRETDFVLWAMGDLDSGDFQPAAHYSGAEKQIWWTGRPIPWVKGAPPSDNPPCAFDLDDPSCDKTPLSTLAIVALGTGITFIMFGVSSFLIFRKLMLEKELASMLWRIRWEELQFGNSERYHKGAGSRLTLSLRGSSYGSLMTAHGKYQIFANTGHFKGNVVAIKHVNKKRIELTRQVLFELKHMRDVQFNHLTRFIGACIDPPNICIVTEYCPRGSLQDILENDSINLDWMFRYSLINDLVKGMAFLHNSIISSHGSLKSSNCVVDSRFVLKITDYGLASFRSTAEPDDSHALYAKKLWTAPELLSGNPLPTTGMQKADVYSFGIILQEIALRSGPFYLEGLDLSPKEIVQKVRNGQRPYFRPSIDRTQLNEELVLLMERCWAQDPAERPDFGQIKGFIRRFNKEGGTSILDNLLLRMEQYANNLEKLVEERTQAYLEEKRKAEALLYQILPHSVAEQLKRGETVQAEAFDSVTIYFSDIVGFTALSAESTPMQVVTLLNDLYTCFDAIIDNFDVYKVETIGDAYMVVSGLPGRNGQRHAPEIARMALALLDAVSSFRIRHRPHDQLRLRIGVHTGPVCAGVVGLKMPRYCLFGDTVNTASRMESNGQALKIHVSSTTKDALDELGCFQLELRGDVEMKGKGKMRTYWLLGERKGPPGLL
PRMT1 FP inh = blocks human protein arginine methyltransferase 1 | recombinant PRMT1, activity-based probe fluorescence polarization | inhibition, % at 2.79 µM | hit rate 1.3% among 370,000;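 active means inhibition above about 21% made by adding two undisclosed values, limit read from the data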
SIAE primary = blocks human sialic acid acetylesterase | Q9HAT2 | SIAE FP-Rh probe binding, fluorescence polarization | inhibition, % at 9.66 µM | hit rate 0.69% among 370,000;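 active means inhibition above a cutoff: mean of compounds within the control limits plus 3 SD of those, cut at about 17% in these data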;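 further: 0% = plate median of compound wells and 100% = probe without SIAE protein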
MBD2 DNA inh = MBD2-methylated oligo binding inhibition; Q9UBB5; TR-FRET, MBD2 binding to methylated oligonucleotide; inhibition, % at 4.4 µM; hit rate 0.31% among 370,000; in the data active means inhibition above about 13%
GC-A act = GC-A (human) enzyme activation; P16066; HEK293 GC-A cells, cGMP TR-FRET, EC30 ANP; 0% at EC30 ANP, 100% saturating ANP; activation, % at 10 µM; hit rate 0.14% among 370,000; AID 1671463; in the data active means activation above about 40%
UHRF1 binding = UHRF1 methyl-DNA binding inhibition | UHRF1 binding to methylated oligo, TR-FRET | Q96T88 | hit rate 0.75% among 370,000 | inhibition, % at 4.4 µM; in the data active means inhibition above about 21%;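 further: UHRF1 SRA domain binding a hemimethylated CpG hairpin DNA probe; 0% = median of test compound wells and 100% = reference inhibitor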
Starred values were filed as active, the others as inactive; . = no result given.

SMILES	ABHD4 inh	TCR-CD3 inh	rCAG RNA binder	HTRA1 inhibitor	GC-B act	PRMT1 FP inh	SIAE primary	MBD2 DNA inh	GC-A act	UHRF1 binding
COC(=O)[C@]12C[C@H](CC(=O)NCC3CCCCC3)C(=O)N(CCc3ccc(OC)c(OC)c3)C1=C[C@H](COCc1ccccc1)O[C@@H]2C	-4	.	4	.	-7	-2	12	4	1	0
CCCC(C)C(=O)Nc1cc(S(=O)(=O)N2CCCCC2)ccc1N1CCOCC1 (stereo unspecified)	-15	-10	5	-4	5	9	-7	10	0	9
CC(=O)c1cccc(N(CC(=O)NC2CCCC2)C(=O)CNC(=O)c2cccs2)c1	5	3	-2	4	2	-1	0	0	-2	0
CCN1CCN(Cc2cccc(Oc3ccc(Cl)cc3)c2)CC1	5	1	-7	-6	4	1	-1	3	3	2
N#Cc1c(SCC(=O)Nc2nccs2)nc2c(c1-c1ccco1)CCCC2	-3	2	10	-5	-5	1	-4	-3	-2	1
COC(=O)[C@H]1C[C@@H](c2ccccc2)[C@H](C)C1(C)C	11	0	1	3	3	-3	-6	1	0	1
COc1ccc(CC(=O)Nc2ccc(N3CCCCC3)cc2)cc1	-5	-1	-3	3	3	6	6	7	-3	4
CCc1c(O)cc(=O)n(-c2ccccc2)c1-c1ccccc1	9	3	9	-7	1	-4	3	1	-5	4
CCc1ccc(NC(=O)CNC(=O)c2cn(-c3ccccc3OC)c(=O)c3ccccc23)cc1	-3	6	3	-13	-3	0	-10	8	-15	0
O=S(=O)(Cc1ccccc1)NCC1CCCO1 (stereo unspecified)	-1	3	2	4	7	5	-16	5	3	6
Cc1ccc(S(=O)(=O)Nc2csc(C)c2C(=O)O)cc1	4	6	17	.	4	2	2	1	2	4
CCOc1ccc(OCC(=O)Nc2ccc(OC)cc2)cc1	-7	5	-3	-2	0	2	-2	-3	-3	-1
CCOC(=O)C[N+](CC)(CC)CC#Cc1ccccc1	-1	-3	-1	0	6	-2	-7	-3	6	4
COc1ccc(N(CC(=O)NCC2CCCO2)C(=O)CCC(=O)Nc2nccs2)cc1 (stereo unspecified)	-8	3	-3	5	6	4	3	4	-1	7
O=c1cc(CSc2nnnn2-c2ccccc2)[nH]c2[nH]n(-c3ccccc3)c(=O)c12	32*	4	31	22	6	11	9	2	4	-7
COc1ccc(-c2c(C(=O)c3ccccc3)[nH]c(N)c2C(=O)NC2CC2)cc1OC	0	1	4	.	-3	-3	8	-8	-5	-7
CCC(=O)Nc1ccc(-c2csc(C)n2)cc1	0	0	0	-2	8	-1	0	0	4	3
[O-]/[N+](=C\c1ccccc1)c1ccccc1	4	5	0	-3	7	0	2	-10	3	-7
Cc1cccc(NC(=O)c2ccc(S(=O)(=O)N3CCOCC3)cc2)n1	-1	5	-5	3	-1	0	-2	-5	-1	2
COc1ccccc1C(=O)NC1CCCCN(C(C)C)C1=O (stereo unspecified)	-8	.	0	.	-1	3	1	6	1	3

Profiles from above. Screens in order: ABHD4 inh | TCR-CD3 inh | rCAG RNA binder | HTRA1 inhibitor | GC-B act | PRMT1 FP inh | SIAE primary | MBD2 DNA inh | GC-A act | UHRF1 binding
Profile of O=c1cc(CSc2nnnn2-c2ccccc2)[nH]c2[nH]n(-c3ccccc3)c(=O)c12 → 32* | 4 | 31 | 22 | 6 | 11 | 9 | 2 | 4 | -7
Profile of CCOC(=O)C[N+](CC)(CC)CC#Cc1ccccc1 → -1 | -3 | -1 | 0 | 6 | -2 | -7 | -3 | 6 | 4

The results go on:
SMILES	ABHD4 inh	TCR-CD3 inh	rCAG RNA binder	HTRA1 inhibitor	GC-B act	PRMT1 FP inh	SIAE primary	MBD2 DNA inh	GC-A act	UHRF1 binding
O=C(Nc1ccncc1)c1cc(-c2ccccn2)nc2ccccc12	0	4	1	0	-4	1	0	-3	3	-2
CCN(CCn1cccn1)C(=O)CC1C(=O)NCCN1CC1CCCCC1 (stereo unspecified)	0	1	-5	2	-1	0	-2	-1	-1	-1
O=C(Nc1cccc(F)c1)OCCCN1CCC2(CCC(c3ccccc3)CC2)C1 (stereo unspecified)	6	.	1	.	3	-3	0	3	-11	0
CC(=O)Nc1ccc(NC(=O)C2CC(=O)N(Cc3ccccc3)C2)cc1 (stereo unspecified)	4	3	-3	5	0	-4	-3	2	-1	2
O=C(c1ccco1)N1CCN(C(c2ccccc2Cl)c2nnnn2CC2CCCO2)CC1 (stereo unspecified)	7	0	-7	-3	-9	0	4	-4	2	2
CCN(CC)S(=O)(=O)c1ccc2c(c1)nc(CCC(=O)Nc1ccc3c(c1)OCO3)n2C	9	6	10	-5	-5	4	7	5	-3	0
CCCC[C@@H]1Cc2[nH][nH]c(=O)c2[C@H](c2cccc3ccccc23)O1	-1	1	14	.	2	1	4	-2	-2	-7
CCN(CC)S(=O)(=O)c1cc(NC(=O)c2ccc3c(c2)NC(=O)C(C)S3)ccc1C (stereo unspecified)	-7	4	4	-19	19	12	-13	-1	15	-6
Oc1ccccc1N1CCN(CC(O)COCc2ccccc2Cl)CC1 (stereo unspecified)	11	2	-8	-1	-5	-1	3	2	-2	1
CCC1CCCCN1C(=O)CSc1nc(N)cc(N)n1 (stereo unspecified)	3	7	0	-3	-3	-1	2	0	6	-1
CCn1c(=S)sc2c(=O)n(-c3ccccc3)c(SCC(=O)NCc3ccco3)nc21	-6	-3	4	-1	-5	9	-4	5	-9	1
COC(=O)CCN(C(=O)c1ccc(Cl)c([N+](=O)[O-])c1)c1ccccn1	-5	-3	-5	6	3	6	-2	-4	4	1
O=C(c1ccco1)N1CCN(C(=O)c2cc(-c3ccccc3F)no2)CC1	-4	2	0	3	4	-1	7	-1	0	-2
C[C@H](CO)N1C[C@H](C)[C@H](CN(C)Cc2cccc(C(F)(F)F)c2)OCc2ccccc2-c2c(n(C)c3ccccc23)C1=O	3	-9	4	-1	4	4	0	3	0	2
CC(=O)c1c(C)[nH]c(C(=O)OCC(=O)NCc2cccs2)c1C	-1	2	1	-9	2	-5	-9	3	-4	-1
CC1(C(=O)NS(=O)(=O)c2cccc(F)c2)CCN1C(=O)c1ccccc1CCc1ccccc1 (stereo unspecified)	-11	-14	52*	.	1	-6	5	-1	-1	2
CCN(CC)C(=O)C1=C(C)N(Cc2ccc(F)cc2)C(=O)C(CC(=O)NCC2CCCCC2)C1 (stereo unspecified)	7	3	0	7	2	-4	-5	1	0	0
COc1ccc(N2CCN(c3nc4ccccc4nc3NS(=O)(=O)c3ccccc3)CC2)cc1	1	3	57*	5	-2	0	11	-1	-3	4
O=C(NCc1ccccc1)c1ncn(Cc2ccccc2)c1C(=O)NCc1ccccc1	-2	0	-2	-3	-3	1	-3	8	-2	-1
O=C(CCc1nc2ccccc2s1)OCc1ccccc1	-10	13	-2	-1	2	-1	-4	4	1	2
CC1(C)Cc2c(cnn2-c2ccc(F)cc2)C(NC(=O)C2=NNC(=O)CC2)C1 (stereo unspecified)	4	0	-6	-1	-6	0	-1	5	-1	3
CCn1c(SC(C)C(=O)O)nnc1-c1cccnc1 (stereo unspecified)	3	4	2	4	2	2	-2	3	0	1
Cc1cc(C)c(C(=O)OCC(=O)NC(=O)c2ccccc2)c(C)c1	3	-5	-2	-3	4	4	3	3	0	1
CCN(CC)CCCNC(=O)C1c2ccccc2C(=O)N(C)C1c1ccc(OC)cc1 (stereo unspecified)	-1	9	-2	-3	4	-3	-3	-3	-1	1
COC(=O)[C@@]12C[C@@H](CC(=O)NCCCN3CCCC3=O)C(=O)N(Cc3ccccc3)C1=CCC(C)(C)C2	6	-1	-3	.	-3	-3	4	2	4	2
Cc1cc(Nc2nc3ccccc3nc2Cl)n(-c2ccccc2C)n1	-4	-1	-4	-12	-11	-1	3	-10	-4	-2
O=c1c2ccccc2cnn1Cc1cccc(Br)c1	2	4	-6	-10	-4	-3	-6	5	-2	3
O=C(COC(=O)c1ccccc1O)NCc1ccccc1Cl	-9	2	0	-3	-7	0	1	2	-5	0
CCCOC(=O)C1C2C=CC(C2)C1C(=O)OCC(=O)c1ccccc1 (stereo unspecified)	1	6	-8	2	-1	-2	3	1	-2	1
O=C(CCN1CCN(c2ccccc2)CC1)Nc1ccccc1F	-2	-9	-5	2	-1	0	3	2	3	2

Taken from above.
TCR-CD3 inh with `CCN(CC)CCCNC(=O)C1c2ccccc2C(=O)N(C)C1c1ccc(OC)cc1` (stereo unspecified) → 9
GC-B act with `CCn1c(SC(C)C(=O)O)nnc1-c1cccnc1` (stereo unspecified) → 2

Continued:
SMILES	ABHD4 inh	TCR-CD3 inh	rCAG RNA binder	HTRA1 inhibitor	GC-B act	PRMT1 FP inh	SIAE primary	MBD2 DNA inh	GC-A act	UHRF1 binding
CCCCCCC(=O)Nc1ccc(C(=O)N/N=C/c2cccnc2)cc1	-12	2	-4	-13	9	0	-5	1	-5	-1
Cn1c(/C=C/c2cccc([N+](=O)[O-])c2)nc2ccccc2c1=O	0	-5	0	11	-4	0	2	2	-4	-3
COc1cccc(C2NC(=S)N(Cc3ccc(F)cc3)C(C)=C2C(C)=O)c1 (stereo unspecified)	2	6	3	.	-5	-5	3	-4	-4	-1
Cc1ccc(NC(=O)CCOc2ccccc2C)cc1F	-5	3	-3	-20	-4	2	-1	-1	0	1
O=C(COc1ccc(Cl)cc1)NCCCn1ccnc1	1	-7	0	3	5	-3	3	1	3	-1
COc1cccc(CNC2CCCc3ccccc32)c1OC (stereo unspecified)	9	1	-1	6	-2	-5	-1	-1	-1	0
CCCOc1ccc(C(=O)N2CCC(Oc3cccnc3)CC2)cc1	4	.	-3	.	-3	-3	3	-2	-2	1
O=C(c1cccs1)N1CC=C(c2ccccc2)CC1	4	-1	-1	-2	4	12	6	-2	3	-1
COCCN1C[C@@H](CO)O[C@@H](n2cnc3c(NCc4ccc(F)cc4)ncnc32)C1	5	-2	2	.	7	-1	-4	2	1	0
Cc1cc(Cl)ccc1-n1c(-c2cccnc2)n[nH]c1=S	11	-8	-1	-4	7	1	4	-2	4	-1
Cc1ccccc1S(=O)Cc1ccc(C(=O)NC2CCN(Cc3ccccc3)CC2)o1 (stereo unspecified)	1	0	-9	7	6	-1	7	-6	7	-2
Cc1nc2ncnn2c(C)c1CCC(=O)N1CCCCC1	7	-3	-1	3	0	2	-7	8	-2	0
CCOCCCNC(=O)c1cn2c3c(ccc(Cl)c3c1=O)OC(C)C2 (stereo unspecified)	-3	-4	-3	4	0	5	1	-4	-3	1
COc1cccc(-c2sc3ccccc3c2-c2ccc(OCCN(C)C)cc2)c1	28	-4	-1	12	-9	1	7	1	-4	0
Cc1cc([N+](=O)[O-])nn1CC(=O)N1N=C(C(F)F)CC1(O)C(F)F (stereo unspecified)	-10	-1	-1	3	-5	1	-7	3	4	7
N#Cc1ccc(S(=O)(=O)N2CCN(CN3C(=O)CC4(CCCC4)C3=O)CC2)cc1	6	0	2	5	6	-4	2	-3	-1	5
CCc1[nH]nc2c1C(c1ccsc1)C(C#N)=C(N)O2 (stereo unspecified)	3	-4	1	2	6	2	-4	1	2	-6
COCC(=O)OCC(=O)Nc1ccccc1-c1ccccc1	-1	10	2	0	6	0	-3	-7	0	-2
C=C(C)CN(CC)c1nc(N)c2c(N)nc3c(c2c1C#N)CC(=O)N3C12CC3CC(CC(C3)C1)C2	36*	5	24	25	1	9	7	2	21	-8
COc1ccc(CNC(=O)COC(=O)/C=C/c2cccc(Br)c2)cc1	-6	-5	-1	4	-2	0	-3	2	1	0
O=C(NC1CCCCC1)C(c1ccccc1)n1c(=O)c(-c2cc3ccccc3[nH]2)nc2ccccc21 (stereo unspecified)	8	5	10	.	-3	1	-18	-1	-2	2
Cc1ccc(CN(c2ccc(C(=O)NCc3ccc4c(c3)OCO4)cc2)S(C)(=O)=O)cc1	-5	-5	1	4	-6	-2	-1	-3	1	2

Screening results as filed in PubChem.

Only part of the results is shown (hit frequency here may not be typical).
